GSTO1 counter = inhibitors of recombinant GSTO1, primary screen, counter-screen for RBBP9 inhibitor project, biochemical, fluorescence polarization | Glutathione S-transferase omega-1 (Homo sapiens), P78417 | activity-based probe fluorescence polarization | inhibition, % at 5.96 µM | actives 1.1% (n = 300,000) | AID 1974, 2009;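 active = inhibition above the campaign mean inhibition plus 3 SD, cut at about 35% in these data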;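 also: 0% = GSTO1-1 with DMSO and 100% = wells lacking GSTO1-1 enzyme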
MEX-5 binding = MEX-5 zinc finger RNA-binding disruptors – biochemical, C. elegans, fluorescence polarization, MLPCN library, primary screen; Zinc finger protein mex-5 (Caenorhabditis elegans), Q9XUB2; MEX-5/FITC-TCR2 RNA binding; hits give low values; activity score (negative = inhibition of binding), % at 10 µM; actives 0.38% (n = 300,000); AID 1832, 2009;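 active = inhibition past about -25% in most replicates, and total fluorescence under double the plate's negative control median, limit read from the data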;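 also: 0% = DMSO and -100% = 5 µM competing unlabeled TCR2 RNA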
Fam108B inh = mouse Fam108B serine hydrolase inhibitors, primary screen, counter-screen for RBBP9 inhibitor project, biochemical, fluorescence polarization; recombinant Fam108B, FP-Rh probe fluorescence polarization; inhibition, % at 9.51 µM; actives 0.33% (n = 300,000);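 active = inhibition above the screen mean inhibition plus 3 SD, computed separately per campaign, cut at about 18% in these data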;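 also: inhibitors lower polarization as less probe binds the enzyme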
PAD4 inh = human PAD4 inhibitors, primary screen, biochemical, fluorescence polarization, 1536-well format; actives 0.41% (n = 330,000); Protein-arginine deiminase type-4 (Homo sapiens), Q9UM07; inhibition, % at 6.36 µM; AID 485272, 2010; recombinant PAD4, RCA probe fluorescence polarization;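 active = percent inhibition above a cutoff equal to the mean of all tested compounds plus 3 SD, cut at about 15% in these data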;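 also: 0% = PAD4 with RCA probe and DMSO and 100% = probe without PAD4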
Target sequence (Q9UM07 whole entry, looked up): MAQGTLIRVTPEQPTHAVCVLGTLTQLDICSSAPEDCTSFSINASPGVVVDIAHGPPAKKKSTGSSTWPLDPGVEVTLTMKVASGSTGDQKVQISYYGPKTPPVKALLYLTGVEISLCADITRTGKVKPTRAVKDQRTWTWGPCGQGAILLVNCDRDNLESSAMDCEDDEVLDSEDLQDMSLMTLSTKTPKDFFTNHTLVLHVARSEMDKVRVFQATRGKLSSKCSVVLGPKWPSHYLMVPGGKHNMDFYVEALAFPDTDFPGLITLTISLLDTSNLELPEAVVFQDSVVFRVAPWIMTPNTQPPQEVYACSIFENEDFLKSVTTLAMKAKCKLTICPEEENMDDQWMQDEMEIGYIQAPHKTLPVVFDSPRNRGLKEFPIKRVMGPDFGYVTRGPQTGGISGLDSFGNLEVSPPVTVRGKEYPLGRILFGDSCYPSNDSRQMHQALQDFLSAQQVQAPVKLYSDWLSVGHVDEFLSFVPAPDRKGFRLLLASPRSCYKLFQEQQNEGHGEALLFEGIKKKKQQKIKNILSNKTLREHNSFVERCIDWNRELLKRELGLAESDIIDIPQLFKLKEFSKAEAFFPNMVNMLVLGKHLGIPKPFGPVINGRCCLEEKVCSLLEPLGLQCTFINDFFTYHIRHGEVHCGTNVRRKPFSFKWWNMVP
MCL1-BIM inh = inhibitors of MCL1 binding to BIM-BH3, primary screen, biochemical, fluorescence polarization. inhibition, % at 10.9 µM. Induced myeloid leukemia cell differentiation protein Mcl-1 (Homo sapiens), Q07820. GST-MCL1 / FITC-Bim-BH3 fluorescence polarization. actives 0.68% (n = 320,000);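 active = inhibition above the mean inhibition of all tested compounds plus 3 SD, set per campaign, cut at about 40% in these data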;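 also: 0% = DMSO wells and 100% = unlabeled Bim-BH3 peptide control; higher means more loss of mP so more displacement of Bim peptide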
Target sequence (Q07820 whole entry, looked up): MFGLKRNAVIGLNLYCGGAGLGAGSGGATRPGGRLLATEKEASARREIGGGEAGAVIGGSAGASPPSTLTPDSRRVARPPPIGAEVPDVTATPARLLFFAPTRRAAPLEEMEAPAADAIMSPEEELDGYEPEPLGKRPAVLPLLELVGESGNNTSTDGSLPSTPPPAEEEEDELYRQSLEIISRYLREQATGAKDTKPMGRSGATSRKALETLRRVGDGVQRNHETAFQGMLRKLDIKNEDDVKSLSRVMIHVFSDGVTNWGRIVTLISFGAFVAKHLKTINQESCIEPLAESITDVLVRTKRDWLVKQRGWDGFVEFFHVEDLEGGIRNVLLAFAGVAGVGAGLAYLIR
PME-1 primary = PME-1 inhibitors via competitive probe labeling, primary screen, biochemical, fluorescence polarization, FP-Rh probe, HTS. inhibition, % at 5.9 µM. actives 0.53% (n = 320,000). AID 2130, 2009. recombinant PME-1. Protein phosphatase methylesterase 1 (Homo sapiens), Q9Y570;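 active = inhibition above the campaign mean of all compounds plus 3 SD, cut at about 26% in these data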;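 also: competitive labeling of PME-1 active site by serine hydrolase directed probe; 0% = PME-1 with DMSO and 100% = wells lacking PME-1 enzyme; inhibitors block probe labeling so polarization falls and inhibition rises; many of its hits are not listed in these tables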
GLD-1 TGE inh = GLD-1/TGE RNA complex disruptors, primary screen, biochemical, fluorescence polarization | Female germline-specific tumor suppressor gld-1 (Caenorhabditis elegans), Q17339 | purified GLD-1 + fluorescein TGE RNA | inhibition, % at 5.96 µM | actives 0.44% (n = 320,000) | AID 2280, 2010;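 active = percent inhibition above a per-plate cutoff, the plate mean of test compounds plus 3 SD, cut at about 30% in these data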;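 also: 0% = DMSO wells with GLD-1 and probe and 100% = wells lacking GLD-1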
Bcl-xL primary = inhibitors of human Bcl-xL, primary screen, biochemical, fluorescence polarization, HTS. actives 0.7% (n = 320,000). inhibition, % at 10.9 µM. Bcl-2-like protein 1 (Homo sapiens), Q07817. GST-Bcl-xL / FITC-Bim BH3 peptide fluorescence polarization;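 active = inhibition above the mean of all tested compounds plus 3 SD, cutoff set per campaign, cut at about 30% in these data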;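 also: 0% = DMSO wells and 100% = unlabeled Bim-BH3 peptide competitor; inhibitors lower millipolarization by displacing the labeled peptide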
TPT1 inhibitor = Candida albicans TPT1 enzyme inhibitors, primary screen, biochemical, fluorescence polarization | tRNA 2'-phosphotransferase TPT1 (Candida albicans SC5314) | recombinant caTPT1, FP RNA substrate dephosphorylation | inhibition, % at 5 µM | actives 0.81% (n = 300,000) | AID 1962, 2009;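 active = inhibition above the mean of all tested compounds plus 3 SD, set per screening campaign, cut at about 24% in these data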;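 also: plate controls were DMSO alone for no effect and ferristatin control at 100 nM for full effect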
Active calls of the source: *; . = not tested or not shown.

nr	Molecule	MCL1-BIM inh	Fam108B inh	Bcl-xL primary	GLD-1 TGE inh	GSTO1 counter	MEX-5 binding	PME-1 primary	PAD4 inh	TPT1 inhibitor
1	CCOC(=O)N1CCN(C(=O)c2cn(CC)c3ccc(S(=O)(=O)N4CCC(C)CC4)cc3c2=O)CC1	-1.7	0.1	7.8	5.0	19.3	-1.4	-5.4	-1.4	-0.8
2	CCN(C(=O)CN1CCN(c2ccccc2)CC1)c1c(N)n(Cc2ccccc2)c(=O)[nH]c1=O	-9.8	-0.6	3.4	7.0	0.3	0.4	1.7	1.7	-6.3
3	CC1(c2ccccc2)CC(C)(C)N2C(=O)C(=O)c3cccc1c32 (stereo not drawn)	-0.3	5.6	4.3	-4.0	-2.8	1.1	8.0	0.1	-1.2
4	COc1ccc2oc(C(=O)NCC3CCCO3)c(C)c2c1 (stereo not drawn)	3.8	-4.0	2.6	12.3	4.2	-1.8	-0.3	-0.9	-1.7
5	CCOc1ccc(NC(=O)CCS(=O)(=O)c2ccc(C)cc2)cc1	-3.1	1.6	-1.1	3.9	2.3	-2.5	-7.0	-2.0	-2.6
6	CN1C(=O)C(c2ccccc2[N+](=O)[O-])C(=O)c2ccccc21 (stereo not drawn)	1.5	0.5	15.9	-4.6	-5.0	-1.3	4.4	-1.6	-1.8
7	C=CCn1cc(-c2cccc(Cl)c2)cc(C#N)c1=O	3.2	3.0	3.9	1.4	2.0	-1.7	-2.6	-4.5	-3.0
8	CC1S/C(=C(\C#N)C(=O)NCc2ccco2)N(Cc2ccco2)C1=O (stereo not drawn)	11.0	-3.3	11.1	2.0	-1.3	-4.7	1.0	-4.3	-2.7
9	COc1ccc(CNc2cc(C)ccn2)c(O)c1	-3.1	-1.0	3.0	2.9	23.9	1.1	-3.1	2.6	0.8
10	N#CC1=C(N)Oc2n[nH]c(-c3cccs3)c2C1c1ccco1 (stereo not drawn)	15.4	-19.3	23.7	-15.0	21.6	31.3	-51.6	3.1	21.3
11	CCOC(=O)C1CCN(c2cc(=O)n(C3CCCCC3)c(=O)[nH]2)CC1	2.4	-0.3	5.1	2.4	-6.9	4.3	-1.7	-2.5	-4.1
12	Cc1nc(C(=O)NCc2ccccc2)sc1C1(C)CC(c2ccccc2)=NO1 (stereo not drawn)	4.8	3.5	4.3	-3.9	19.9	0.7	3.4	-3.3	0.7
13	O=C(CSc1cn(CC(=O)N2CCCCC2)c2ccccc12)NCC1CCCO1 (stereo not drawn)	3.6	-1.1	10.7	-1.9	16.7	2.5	-1.2	0.8	-2.7
14	Cc1cc(C)c(NC(=O)CSc2nnc(-c3ccccn3)n2N)c(Cl)c1	-4.0	-0.9	-2.5	5.8	10.8	1.8	2.5	-0.3	-1.1
15	O=C(OCCN1CCCC1=O)c1cncc(Br)c1	-2.7	-0.9	4.5	9.1	5.1	-1.2	-1.5	1.4	-4.4
16	O=C(CSc1nnc(-c2ccccc2Cl)o1)Oc1ccc(Br)cc1	-3.7	0.1	-5.0	5.8	-5.3	1.4	-4.7	-2.2	0.2
17	COC(=O)C1=C(C)Nc2c(c(=O)n(C)c(=O)n2C)C1c1ccncc1 (stereo not drawn)	4.2	2.3	-2.8	5.0	7.2	-1.2	5.9	-0.2	0.6
18	C(=N\N1CCN(Cc2ccccc2)CC1)/c1cccnc1	2.6	4.0	4.0	-1.2	6.6	-1.1	1.4	-7.8	-2.0
19	O=C(O)CN1C(=O)/C(=C\c2cc(Br)ccc2OCc2ccccc2Cl)SC1=S	57.2*	3.0	16.1	0.8	3.0	-2.0	-2.1	0.0	2.5
20	CN1C(=O)CC(C(=O)Nc2ccc(F)cc2)SC1=Nc1ccc2c(c1)OCO2 (stereo not drawn)	6.8	2.9	3.5	-0.9	0.5	2.0	-2.9	2.7	-1.1
21	O=C(C[n+]1ccccc1)NNc1ccccc1	-6.2	3.0	0.6	-8.8	3.9	2.9	-2.1	-13.1	1.7
22	Cc1nnc(N/N=C/c2cc([N+](=O)[O-])c(N3CCC(C)CC3)cc2N2CCC(C)CC2)n1N	4.6	11.7	3.2	13.3	32.3	-1.6	4.7	44.0*	-7.3
23	CC(C)OC(=O)c1c(NC(=O)C2CC=CCC2C(=O)O)sc2c1CCCCC2 (stereo not drawn)	11.5	4.2	8.2	2.7	31.7	-1.1	0.6	-1.1	-1.2
24	O=C1NC2(CCCCC2)C(=O)N1CCS(=O)(=O)Oc1ccc(Br)cc1	-1.8	-0.4	3.9	4.2	-0.4	-0.1	-3.9	-4.3	-0.5
25	C=CCNC(=O)C(=O)NCC(c1ccc2c(c1)OCO2)N1CCN(c2ccc(F)cc2)CC1 (stereo not drawn)	0.4	2.1	10.2	4.6	8.0	-0.2	-3.6	3.4	-3.3
26	Oc1cccc(C=NCc2ccccc2)c1	-1.0	-5.0	0.2	-0.4	6.4	1.2	-8.2	-3.0	-4.5
27	O=C(O)CC1(CC(=O)Nc2ccccc2Br)CCCC1	1.7	1.1	4.0	-5.0	1.4	-0.8	-1.2	-4.0	-3.1
28	Cn1ccnc1C(=O)c1cc(=O)c2ccccc2o1	10.6	1.2	9.4	-6.5	1.8	-1.6	3.6	-0.8	-2.2
29	CCCCc1cc(=O)oc2cc(OCC(=O)N3CCC(C(=O)O)(c4ccccc4)CC3)ccc12	4.7	0.6	6.7	-0.3	-11.1	-0.2	-2.0	-5.0	-3.6
30	O=C(CSc1nc2ccccc2c(=O)n1-c1ccccc1)NC(=O)CN1CCCC1=O	-0.7	-2.5	3.3	-0.2	6.7	-2.8	-0.7	-5.8	0.3
31	Cc1cccc(N2CCN(C(=O)c3cc4n(n3)C(C(F)(F)F)CC(c3ccco3)N4)CC2)c1C (stereo not drawn)	3.7	-3.4	8.7	17.5	2.8	0.9	-2.9	1.0	-2.8
32	CCc1ccc(CN2CCC(C(=O)Nc3cccc(-c4nnc(C)s4)c3)CC2)o1	-0.5	0.2	-1.8	-4.0	-1.5	6.0	2.8	-0.2	1.4
33	COc1cc(/C=N/Nc2ccc(S(N)(=O)=O)cc2[N+](=O)[O-])cc(OC)c1O	22.3	5.5	19.8	4.4	10.7	-4.1	15.1	1.4	0.6
34	N#CC(C#N)=c1ccc2c(c1)NC1(CCCCC1)N=2	7.8	0.8	15.0	9.1	68.0*	-2.4	-6.4	4.5	-4.8
35	CCOC(=O)CNC(=O)c1nn(-c2cccc(OC)c2)c(=O)c2ccccc12	3.4	-3.5	2.8	6.9	1.4	.	3.8	4.2	-2.3
36	Cc1cccc(-n2ncc3c2CCCC3NC(=O)C2=CC(=O)CC(C)(C)O2)c1C (stereo not drawn)	2.2	1.4	2.6	3.6	2.0	-0.2	3.1	-4.6	-0.7

Laid out differently: 2 of the compounds above.
[31] Cc1cccc(N2CCN(C(=O)c3cc4n(n3)C(C(F)(F)F)CC(c3ccco3)N4)CC2)c1C (stereo not drawn)
[5] CCOc1ccc(NC(=O)CCS(=O)(=O)c2ccc(C)cc2)cc1

| Assay by compound | 31 | 5 |
| --- | --- | --- |
| MCL1-BIM inh | 3.7 | -3.1 |
| Fam108B inh | -3.4 | 1.6 |
| Bcl-xL primary | 8.7 | -1.1 |
| GLD-1 TGE inh | 17.5 | 3.9 |
| GSTO1 counter | 2.8 | 2.3 |
| MEX-5 binding | 0.9 | -2.5 |
| PME-1 primary | -2.9 | -7.0 |
| PAD4 inh | 1.0 | -2.0 |
| TPT1 inhibitor | -2.8 | -2.6 |

More entries.
nr	Molecule	MCL1-BIM inh	Fam108B inh	Bcl-xL primary	GLD-1 TGE inh	GSTO1 counter	MEX-5 binding	PME-1 primary	PAD4 inh	TPT1 inhibitor
37	CCOC(=O)c1nn(-c2ccccc2C)c(=O)c(C#N)c1C	4.7	0.9	4.5	-4.0	4.8	-0.8	-1.1	-5.6	-4.8
38	Cn1nccc1NC(=O)NC(=O)c1c(Cl)cccc1Cl	2.1	-1.9	5.6	-2.3	9.5	1.3	-1.1	-1.7	-4.0
39	CCOc1ccc(CN2CCN(C(=O)c3ccco3)CC2)cc1	1.5	1.4	6.8	2.0	-0.7	-3.7	-0.1	-0.5	1.6
40	CCOC(=O)c1c(C)[nH]c(C(=O)CN(C)CC(=O)Nc2ccccc2Cl)c1C	0.8	.	2.1	2.1	.	.	-1.1	-0.6	.
41	Cc1ccc(S(=O)Cc2ccc(C(=O)N3CCN(C4CCCCC4)CC3)o2)cc1 (stereo not drawn)	1.9	0.8	-0.4	-0.2	10.6	0.1	-1.6	-1.2	-2.0
42	CCCCn1c(=O)[nH]c(=O)c2c(C(=O)OCC)cc(-c3cccs3)nc21	1.8	-3.7	7.6	10.7	0.4	-3.2	-4.7	-4.1	-1.1
43	NS(=O)(=O)c1cccc(NC(=O)CSc2nc3ccccc3[nH]2)c1	-0.7	-0.3	1.7	2.9	-11.6	-0.6	-18.1	-4.1	1.7
44	NC(=O)CSc1ccc(S(=O)(=O)N2CCOCC2)cn1	42.7*	.	37.6*	19.8	.	.	1.5	4.0	.
45	CSc1cccc(NC(=O)Nc2ccccc2)c1	7.4	1.3	4.3	1.3	2.5	-2.0	3.8	-5.7	-1.4
46	Cc1ccc(C)c(NC(=O)c2ccc(OC(=O)c3ccco3)cc2)c1	7.3	0.3	0.9	-1.2	10.1	1.5	-0.1	3.3	-0.7
47	CC(OC(=O)c1cccnc1Cl)C(=O)Nc1ccc(S(N)(=O)=O)cc1 (stereo not drawn)	-8.4	-5.5	-5.9	-3.8	-1.3	1.9	-4.0	-2.8	-0.1
48	COC(=O)N/N=C/c1ccc(-c2ccc(C)c(Cl)c2)o1	0.6	1.1	4.1	-4.3	4.4	-0.1	5.4	3.9	1.4
49	COc1ccc(O)c(C(=O)c2cnc3c(c2)c(-c2ccc(F)cc2)c(C#N)c(=O)n3C)c1	0.3	-1.4	4.0	0.6	-0.9	2.1	1.1	-4.8	3.6

An excerpt. The share of hits here may be higher or lower than overall.
